LYP phosphatase = inhibitors of LYP phosphatase, biochemical, fluorescence intensity, uHTS (AID 1779) | inhibition, % at 11.5 µM; hits with a dose series show IC50 in µM | recombinant LYP phosphatase, fluorescence intensity; higher % means a stronger effect | hit rate 0.054% among 290,000 | Tyrosine-protein phosphatase non-receptor type 22 (Homo sapiens);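 further: plate controls were vehicle with enzyme for no effect and no enzyme for full effect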
Hep lipid drop = inhibitors of hepatocyte lipid droplet formation, primary screen, imaging, high-throughput imaging, BODIPY stain. AML12 mouse hepatocytes, oleate lipid droplets. inhibition, % at 6.5 µM. hit rate 0.4% among 240,000. AID 1656, 2009;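 active means lipid droplet intensity inhibited by at least 50%, with more than 500 cells counted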
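Assay system: AML12 mouse liver cells | Compound: 6.5 µM single-point dosing | Schedule: Overnight exposure | Technique: Fluorescence imaging, 20x objective, two fields per well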
Siah-1 displacement = Siah-1 peptide-binding antagonists, primary screen, biochemical, fluorescence polarization, rhodamine-plectin, uHTS (AID 1817); E3 ubiquitin-protein ligase SIAH1 (Homo sapiens); Siah-1 / rhodamine-plectin peptide fluorescence polarization; higher % means a stronger effect; displacement, % at 20 µM; hits with a dose series show IC50 in µM; hit rate 0.02% among 290,000;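 active means displacement of at least 50% at 20 µM, with a fluorescence ratio check between 0.3 and a set limit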;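 further: plate controls were Siah plus tracer with DMSO for no effect and tracer alone without Siah for full effect; strong numbers were not always called active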
NS5 inhibitors = Dengue-2 NS5 methyltransferase inhibitors, primary screen, biochemical, confirmation dose response (AID 588689); inhibition, % at 25 µM; hits with a dose series show IC50 in µM; hit rate 0.3% among 340,000; Dengue-2 NS5 methyltransferase capping enzyme assay, biochemical; higher % means a stronger effect; in the data active means a potency from the dose series
HIV fusion peptide = inhibitors of HIV fusion peptide binding, primary screen, biochemical, uHTS, fluorescence dequenching (AID 1986); cell-free peptide binding, fluorescence dequenching, 30 min; higher % means a stronger effect; inhibition, % at 20 µM, or IC50 in µM where a hit was titrated; hit rate 0.3% among 290,000; in the data active means inhibition mostly above about 52%, no sharp cut-off; inactive means mostly below about 76%; further: some results filed as inactive read as strong as hits
AID2073 = inhibitors of Mint1-CaV2.2 protein interaction, biochemical, HTRF (AID 2073); inhibition, % at 20 µM; hits with a dose series show IC50 in µM; HTRF protein-protein interaction, Mint1-CaV2.2; higher % means a stronger effect; hit rate 0.19% among 290,000; in the data active means inhibition mostly above about 51%, no sharp cut-off; further: some results filed as inactive read as strong as hits
XIAP antagonists = XIAP antagonists, biochemical, IAP family, fluorescence polarization (AID 1018). XIAP BIR domain, fluorescence polarization peptide displacement; higher % means a stronger effect. one-dose displacement, % at 20 µM; IC50 in µM for titrated hits. hit rate 0.007% among 200,000; in the data active means displacement above about 50%; further: a part of the inactive calls stands beside numbers as strong as those of hits
HEK293 NOD2/NF-kB = NOD2 signaling inhibitors, cell-based, luminescence, uHTS, HEK293 (AID 1566); hit rate 0.63% among 290,000; one-dose inhibition, % at 4 µM; EC50 in µM for titrated hits; HEK293 NOD2/NF-kB luciferase reporter, luminescence; higher % means a stronger effect; further: many of its hits are not listed in these tables
Myeloid diff 2 = induction of myeloid progenitor differentiation, primary screen, cell-based, flow cytometry, MLPCN library. AID 624256, 2012. calls only at 10 µM. hit rate 1% among 360,000. ER-HoxA9 myeloid progenitors, lysozyme-GFP differentiation;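 active means normalized GFP-positive differentiation at or above the plate's own cutoff, the solvent-only control mean plus 3 SD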;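 further: cells exposed to compound for four days before flow analysis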
Hep lipid drop cells 6.5 µM = second read-out of Hep lipid drop, no call of its own (marks repeat the call); cell count; measured here: cell count, cytotoxicity flag;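 cells counted across two imaged fields per well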
NS5 inhibitors pilot replicate = second read-out of NS5 inhibitors, no call of its own (marks repeat the call); inhibition, %; measured here: pilot screen replicate inhibition
Myeloid diff 2 GFP+ MAC1+ % = recorded beside Myeloid diff 2, whose call it bears; GFP+ MAC1+ double positive, %; measured here: differentiation confirmed by MAC1 staining
* marks the source's active call; other numbers are inactive results; i = inactive; · = not tested or not shown. Unless noted, no stated cut-off is given here; in the data, active means inhibition above about 50%; inactive means the rest. A portion of the library, so the mix of outcomes need not match the whole.

SMILES	LYP phosphatase	Hep lipid drop	Hep lipid drop cells 6.5 µM	Siah-1 displacement	NS5 inhibitors	HIV fusion peptide	AID2073	XIAP antagonists	HEK293 NOD2/NF-kB	Myeloid diff 2	Myeloid diff 2 GFP+ MAC1+ %	others
CCCNC(=O)c1ccc(N2CCC3(CC2)CC(c2ccccc2)=NO3)c([N+](=O)[O-])c1	-9.2%	-2.4	758	-6.3%	2.4%	-2.1%	6.8%	·	13.1%	i	1.4
CCOc1c2ccc(C(=O)NCc3ccc(OC(F)(F)F)cc3)cc2nn1C	-7.0%	·	·	-0.3%	-9.8%	-3.2%	8.0%	-5.7%	21.1%	i	1.7
COC(=O)c1c(C)[nH]c(C(=O)COC(=O)Cc2ccc3c(c2)OCCO3)c1C	-3.8%	·	·	7.7%	-6.4%	-1.8%	-5.1%	-6.9%	11.9%	i	1.6
C=CCNC(=S)NNC(=O)c1cccn(Cc2ccc(Cl)c(Cl)c2)c1=O	-2.5%	·	·	-1.2%	-2.3%	-5.0%	-28.2%	-2.0%	15.5%	i	1.7
Cc1sc2ncnc(Oc3ccc(-n4ccnc4)cc3)c2c1C	2.2%	·	·	3.1%	1.6%	1.6%	-4.1%	-2.7%	4.0%	i	1.0
COc1cc(OC)cc(C(=O)N[C@H](C(=O)NCCc2ccc(S(N)(=O)=O)cc2)C(C)C)c1	-13.1%	9.2	737	-8.0%	-5.9%	1.2%	3.2%	·	-10.7%	i	0.8
CCOC(=O)c1ccc(N2C(=O)CC(SCC(=O)Nc3ccc(S(N)(=O)=O)cc3)C2=O)cc1 (configuration not stated)	-1.2%	11.0	692	2.1%	-0.9%	-0.4%	-11.0%	-4.0%	-1.6%	i	0.2
O=C(O)c1ccc(S(=O)(=O)c2ccc3c(c2)C(=O)N(CC2CCCO2)C3=O)cc1 (configuration not stated)	-7.2%	·	·	2.5%	1.1%	1.9%	7.4%	-1.4%	-7.5%	i	0.8
Cc1c(O)ccc(/C(Cc2ccc3ccccc3n2)=N\O)c1O	-7.8%	·	·	-5.5%	-2.5%	-1.0%	-5.7%	-2.4%	-114.5%	i	0.5
CNC(=O)c1ccc(-n2nc(C)cc2-c2ccccc2)cc1	-6.9%	·	·	-5.0%	-7.8%	-3.3%	2.0%	-4.6%	20.8%	i	0.5
CC(=O)N1CCN=C1SCc1ccc(C)cc1	-0.6%	-2.3	654	1.7%	-1.5%	-2.1%	-7.2%	-14.2%	9.1%	i	1.2
O=C(Nc1ccccc1)N(Cc1ccc2c(c1)OCO2)Cc1nc2ccccc2c(=O)[nH]1	1.8%	-16.8	703	1.2%	0.0%	0.6%	-2.3%	-1.9%	-17.8%	i	2.0
CCOc1ccc(-n2ccnc2)nn1	0.9%	0.4	654	2.5%	2.3%	1.3%	10.9%	·	10.9%	i	0.4
Fc1ccc2nc3n(c2c1F)CCCCCC3	-1.8%	·	·	4.9%	-2.0%	2.6%	-3.7%	-3.3%	20.7%	i	8.2
CCOC(=O)C1=C(c2ccccc2)O/C(=C(\C(=O)OC)C(F)(F)F)S1	-0.1%	3.9	805	-1.2%	-0.8%	1.6%	-7.1%	-3.5%	-23.0%	i	1.5
O=C1/C(=C/c2cccnc2)Sc2ccccc21	-0.8%	·	·	-2.8%	-9.5%	9.2%	-10.8%	-3.1%	-2.1%	i	0.5
O=C(OCc1nc2ccccc2s1)c1cnccn1	3.9%	·	·	0.7%	-2.0%	2.6%	2.2%	-1.7%	-22.6%	i	0.6
COc1ccc(CC2(CO)CCN(Cc3ccncc3)CC2)cc1	-4.2%	-3.8	604	3.4%	-6.7%	-0.6%	-3.2%	-6.2%	5.1%	i	0.3
CSc1cccc(NC(=O)C2CCCN(S(=O)(=O)c3ccc(F)cc3)C2)c1 (configuration not stated)	-0.3%	-2.0	681	7.9%	·	-1.8%	5.3%	-1.6%	23.0%	i	0.8
CC1=C/C(=N\S(=O)(=O)c2ccccc2)C(C(C)C)=CC1=O	5.4%	-14.7	717	4.1%	·	8.2%	26.7%	-1.1%	3.4%	i	0.5
O=C1N/C(=N\N=C\c2cccs2)SC1Cc1ccc(Cl)cc1Cl (configuration not stated)	-0.5%	11.2	662	2.1%	-5.1%	2.6%	22.4%	2.9%	-3.7%	i	0.5
CCN(CC)CCn1c(NCc2ccccn2)nc2ccccc21	-5.7%	5.1	778	2.3%	-7.2%	-1.0%	3.8%	-2.5%	2.9%	i	6.7
COc1ccc(C2CC3(CC(C)(C)NC(=O)N3)Oc3cc(O)ccc32)cc1 (configuration not stated)	0.8%	·	·	-2.4%	-1.2%	1.6%	1.3%	-4.1%	-0.9%	i	0.6	NS5 inhibitors pilot replicate=-3.9
Nc1nnc(SCc2nc3scc(-c4ccccc4)c3c(=O)[nH]2)s1	-2.4%	-5.6	678	10.9%	6.2%	11.7%	12.5%	·	21.1%	i	1.1
CN=CC1=C(O)c2ccccc2C1=O	-5.1%	·	·	6.5%	-2.8%	-3.2%	4.0%	-1.1%	-0.9%	i	1.2

Reprinted from the part before: 2 compounds, then new ones.
SMILES	LYP phosphatase	Hep lipid drop	Hep lipid drop cells 6.5 µM	Siah-1 displacement	NS5 inhibitors	HIV fusion peptide	AID2073	XIAP antagonists	HEK293 NOD2/NF-kB	Myeloid diff 2	Myeloid diff 2 GFP+ MAC1+ %	others
Nc1nnc(SCc2nc3scc(-c4ccccc4)c3c(=O)[nH]2)s1	-2.4%	-5.6	678	10.9%	6.2%	11.7%	12.5%	·	21.1%	i	1.1
CN=CC1=C(O)c2ccccc2C1=O	-5.1%	·	·	6.5%	-2.8%	-3.2%	4.0%	-1.1%	-0.9%	i	1.2
COc1ccc2nc(NC(=O)CCc3cc(OC)c(OC)c(OC)c3)sc2c1	-0.9%	6.1	757	11.6%	-6.2%	2.0%	2.0%	-0.5%	1.5%	i	0.2
CC1CC(C)CN(C(=O)c2ccncc2)C1 (configuration not stated)	-10.9%	-3.4	753	1.2%	-11.4%	0.8%	-3.1%	-8.4%	11.2%	i	2.5
CCCn1c(Nc2ccc(Cl)cc2)nc2ccccc21	1.4%	·	·	3.1%	-2.5%	0.0%	8.1%	-3.6%	-1.9%	i	0.3	NS5 inhibitors pilot replicate=-0.6
O=C(O)c1ccccc1NC(=O)N1CCOCC1	-7.5%	7.9	689	-4.5%	-5.2%	-1.4%	46.7%	-5.3%	9.7%	i	0.3
O=S1(=O)CCC(N=Cc2ccc(-c3ccc(Cl)cc3)o2)C1 (configuration not stated)	-3.9%	0.9	670	-3.2%	·	2.9%	-8.3%	-8.4%	-70.8%	i	0.1
Cc1cc(OCC(=O)N(Cc2ccccc2)C2CCS(=O)(=O)C2)ccc1Cl (configuration not stated)	-5.6%	-26.0	705	6.2%	-1.7%	1.0%	-0.6%	·	18.4%	i	1.6
CCOC(=O)c1sc2ncn(C(C)C(=O)OCC)c(=O)c2c1C (configuration not stated)	-0.5%	3.4	801	-3.3%	1.6%	1.1%	1.3%	-8.6%	-0.3%	i	0.6
COc1ccc(-c2nnc(Nc3ccc(S(=O)(=O)Nc4nccs4)cc3)c3ccccc23)cc1	3.4%	19.3	711	5.3%	2.5%	0.5%	46.4%	-13.8%	7.6%	i	0.2
N#C/C(=C\c1ccncc1)c1nc2ccccc2[nH]1	-3.3%	-3.0	692	-2.4%	·	1.7%	28.3%	-7.6%	31.0%	i	0.2
Cc1ccc(S(=O)(=O)N2CC(=NN=C(N)N)C2)cc1	-10.6%	4.1	822	9.4%	-11.7%	-1.1%	2.2%	·	1.6%	i	0.4
Cc1cccc(-c2nnc(N)s2)c1	-4.9%	·	·	-4.8%	-4.8%	-4.8%	0.8%	-1.5%	-6.7%	i	0.8
CCCCOc1cc(C)nc(NCc2ccccc2)n1	1.5%	·	·	0.7%	-8.9%	12.1%	-1.0%	-5.9%	0.8%	i	0.6
C/C(=N\Nc1ncc(Cl)cc1Cl)c1cccs1	-9.6%	-3.3	660	9.5%	-4.5%	-1.3%	14.6%	-7.8%	-84.9%	i	0.4
CN1CCN(C(CNC(=O)Nc2ccc(Cl)cc2)c2ccc(F)cc2)CC1 (configuration not stated)	-7.6%	-14.9	736	-0.4%	-5.3%	0.0%	3.1%	·	6.6%	i	0.0
COC(=O)c1cc(NC(=O)CSc2nncn2C)cc(C(=O)OC)c1	-2.8%	9.9	795	-1.2%	-6.8%	-2.0%	0.6%	-4.5%	17.6%	i	0.3
C=CCNC(=S)Nc1ccc(Br)cc1F	-9.4%	2.0	688	0.5%	-8.9%	0.8%	-28.5%	0.9%	-6.9%	i	0.1
c1ccc(-c2csc(NC3CCCCC3)n2)cc1	-0.1%	-4.4	816	-2.5%	-2.9%	3.3%	1.4%	·	-261.7%	·	·
COc1ccccc1Nc1nc(-c2cccc([N+](=O)[O-])c2)cs1	-0.6%	-14.5	623	-1.2%	-3.1%	-1.7%	-11.4%	·	-30.7%	i	0.1
Cc1c(NC(=O)c2cc(CC(C)C)on2)c(=O)n(-c2ccccc2)n1C	-15.2%	·	·	5.3%	-4.9%	0.3%	-3.6%	-3.3%	3.8%	i	1.4
Cc1ccc(S(=O)(=O)N2CCN(C(=O)C(C)Cn3nc(C)c(C)c3C)CC2)cc1 (configuration not stated)	-10.4%	-0.8	818	5.2%	0.8%	0.0%	-7.9%	·	7.1%	i	0.8
NC(=O)CSc1nnc(COc2ccccc2)n1N	-4.6%	-10.9	681	11.3%	-7.1%	-0.3%	7.2%	·	4.3%	i	0.5

Retrieved by structure from the entries so far, four records:
SMILES	LYP phosphatase	Hep lipid drop	Hep lipid drop cells 6.5 µM	Siah-1 displacement	NS5 inhibitors	HIV fusion peptide	AID2073	XIAP antagonists	HEK293 NOD2/NF-kB	Myeloid diff 2	Myeloid diff 2 GFP+ MAC1+ %	others
Cc1ccc(S(=O)(=O)N2CCN(C(=O)C(C)Cn3nc(C)c(C)c3C)CC2)cc1 (configuration not stated)	-10.4%	-0.8	818	5.2%	0.8%	0.0%	-7.9%	·	7.1%	i	0.8
CCOC(=O)c1sc2ncn(C(C)C(=O)OCC)c(=O)c2c1C (configuration not stated)	-0.5%	3.4	801	-3.3%	1.6%	1.1%	1.3%	-8.6%	-0.3%	i	0.6
CCCCOc1cc(C)nc(NCc2ccccc2)n1	1.5%	·	·	0.7%	-8.9%	12.1%	-1.0%	-5.9%	0.8%	i	0.6
Cc1cc(OCC(=O)N(Cc2ccccc2)C2CCS(=O)(=O)C2)ccc1Cl (configuration not stated)	-5.6%	-26.0	705	6.2%	-1.7%	1.0%	-0.6%	·	18.4%	i	1.6

Source: PubChem (several laboratories)
